From PubChem BioAssay
AmpC inh det: inhibitors of E. coli AmpC beta-lactamase with detergent | Potency, µM (series often up to 28.7 µM), for the others: at the highest dose activity change, negative = inhibition | 71,000 tested, 0.09% active | purified AmpC, nitrocefin hydrolysis with detergent; active = well fitted curve in the direction sought with a large enough effect
Target sequence (P00811 whole entry, looked up): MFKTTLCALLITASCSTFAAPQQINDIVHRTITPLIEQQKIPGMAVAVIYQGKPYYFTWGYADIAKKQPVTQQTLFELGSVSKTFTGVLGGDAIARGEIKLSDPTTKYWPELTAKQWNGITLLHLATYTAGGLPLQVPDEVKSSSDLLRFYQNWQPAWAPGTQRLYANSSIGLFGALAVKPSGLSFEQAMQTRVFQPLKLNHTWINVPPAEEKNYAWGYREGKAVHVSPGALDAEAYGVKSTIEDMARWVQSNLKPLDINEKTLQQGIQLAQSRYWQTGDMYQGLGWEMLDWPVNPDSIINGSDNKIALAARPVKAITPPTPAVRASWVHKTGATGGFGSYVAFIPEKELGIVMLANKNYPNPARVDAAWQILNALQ
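E. coli AmpC (5.3 nM) in 20 mM phosphate pH 7.0 with 0.01% Triton X-100, preincubated 15 min RT with compound; nitrocefin (2 uL of 800 uM stock) hydrolysis followed by 480 nm absorbance every 20 s over 4 min.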
* marks the source's active call; other numbers are inactive results; & = joins results of further samples; [ ] = another dose, or the depositor's remark. % is set by controls: 0 for no effect and ±100 for the full control effect; potency is the fitted concentration of half-maximal effect.

no. | mol | AmpC inh det
1 | Cc1nnc(NC(=O)CCC(=O)NCc2ccco2)s1 | -3%
2 | CCC1CCCCN1CCNC(=O)C1CCN(S(=O)(=O)c2c(C)noc2C)CC1 (centres undefined) | -3%
3 | Cc1cccc(C)c1NC(=O)N1CCC(c2nc3ccccc3o2)CC1 | 0%
4 | O=S(=O)(c1ccc(Oc2ccc3oc4ccccc4c3c2)nc1)N1CCCC1 | -6%
5 | Cc1cc2nc(N)sc2cc1C | -4%
6 | NC(=O)CSc1oc(-c2ccc(F)cc2)nc1S(=O)(=O)c1ccccc1 | -5%
7 | CCOC(=O)N1CCN(S(=O)(=O)c2cc(C)c(C)cc2C)CC1 | -5%
8 | COCCCN1C(=O)C(=O)/C(=C(/O)c2ccc(OC(C)C)cc2)C1c1ccncc1 (centres undefined) | 2%
9 | O=C(O)c1ccc(O)cc1O | 7%&20%
10 | Cc1nc(C)n(CC(O)COc2ccc3cc(Br)ccc3c2)n1 (centres undefined) | 11%
11 | COCCn1c(SCC(=O)Nc2ccccc2)nc2c1c(=O)[nH]c(=O)n2C | 13%
12 | O=C(Nc1ccon1)c1cccc(S(=O)(=O)N2CCCC2)c1 | -3%
13 | O=C(c1cccs1)N1CCCC(c2ccccc2)C1 (centres undefined) | -1%
14 | O=C(O)CC(NC(=O)c1ccccc1NC(=O)c1ccccc1)C(=O)O (centres undefined) | 7%
15 | CCOC(=O)C1CCN(C(=O)COC(=O)COc2ccccc2OC)CC1 | -3%
16 | O=c1cc(CSc2nnc(-c3ccccc3)o2)c2ccccc2[nH]1 | 12%
17 | C=CCNc1ncnc2c1cnn2-c1ccc(C)cc1C | 14%
18 | Cc1ccc2nc(C3CCCN(C(=O)NCc4ccccc4)C3)[nH]c2c1 (centres undefined) | 1%
19 | N#Cc1cccc(CSc2nnc(CCCO)n2-c2ccccc2)c1 | 2%
20 | c1ccc2c(c1)nc1sccn12 | 11%
21 | CSC1=C(C#N)C(c2ccccc2Cl)C2=C(CCCC2=O)N1 (centres undefined) | 12%
22 | O=C1CC(c2ccccc2)n2nc(NC(=O)C3CCCO3)nc2N1 (centres undefined) | -1%
23 | O=C(Nc1ccc2c(c1)nc1n2CCSC1)c1ccccc1 | 11%
24 | C=C(C)c1cccc(C(C)(C)NC(=O)N2CCCC(C(N)=O)C2)c1 (centres undefined) | -1%
25 | CC(=O)c1cccc(NC(=O)Nc2cc3sccc3n2C)c1 | 7%
26 | Cc1nc(NCCO)c2nc(-c3ccccc3)n(CCCN(C)C)c2n1 | 14%
27 | CSCCC(NC(=O)C1CCC(C)CC1)C(=O)NCc1ccco1 (centres undefined) | 16%
28 | Cc1nnc(SCCn2c(N3CCC(Cc4ccccc4)CC3)nc3c2c(=O)[nH]c(=O)n3C)s1 | -2%
29 | COc1ccc(-n2c(=O)c(C)nc3cnc(OC)nc32)cc1 | 2%
30 | COC1=CC(=O)OC(CCc2ccc3c(c2)OCO3)C1 (centres undefined) | 12%

Additional records follow:
no. | mol | AmpC inh det
31 | O=C(CCSc1nc(-c2ccco2)cc(C(F)(F)F)n1)N1CCN(c2ccccn2)CC1 | -4%
32 | COCCCNc1ccnc2c(Cl)cccc12 | 17%
33 | CCOc1ncccc1C(=O)Oc1ccc2c(c1)OCO2 | -2%
34 | CNc1ncncc1-c1ccc(C(=O)N(C)C)cc1 | 9%
35 | Cc1nc2cnc(N3CCNCC3)nc2n(Cc2cccs2)c1=O | -1%
36 | CC(=O)N1CC=C2C(C#N)=C(N)C(C#N)(C#N)C(CCc3ccccc3)C2C1 (centres undefined) | 12%
37 | Cc1cc(-c2ccccc2N)n[nH]1 | -3%
38 | CCOC(=O)CSc1nnc(CNC(=O)c2ccc(OC)c(OC)c2)n1C | 34%
39 | O=c1cc(CSc2ccccn2)[nH]c(=O)[nH]1 | 3%
40 | CCn1cc(C(=O)NCc2ccccc2OC)c(=O)c2cc(S(=O)(=O)N(C)C)ccc21 | 13%
41 | Nc1c(C(=O)Nc2ccccc2)sc2nc(-c3ccco3)ccc12 | -4%
42 | CCOC(=O)c1ccc(Oc2cc(C)nc(SC)n2)cc1 | -8%
43 | C=CCN1CCN(C(c2ccc(Cl)cc2)c2nnnn2CCc2ccc(OC)c(OC)c2)CC1 (centres undefined) | 0%
44 | CCOC(=O)C1CCN(C(=O)Nc2ccc3c(c2)nc(C)n3C)CC1 | -3%
45 | COc1cc(NC(=O)C(C)Oc2ccccc2)c(C(=O)O)cc1OC (centres undefined) | -2%
46 | O=S(=O)(NCc1ccccn1)c1cccc2nsnc12 | 1%
47 | NC[C@H](O)c1ccc(O)cc1 | 0%[12.8 µM]
48 | O=C(Cn1cnc2ccccc2c1=O)NCC(=O)N1CCN(Cc2ccc3c(c2)OCO3)CC1 | -2%
49 | Cc1noc(/C=C/N(C)C)c1S(=O)(=O)N1CCCC(C(=O)N2CCCCC2)C1 (centres undefined) | 9%
50 | COc1ccc(-n2nnnc2SCC(=O)Nc2ccc3c(c2)OCCO3)cc1OC | -1%
51 | O=C(CCn1nnc2ccccc21)Nc1nnc(COc2ccc(F)cc2)s1 | -5%
52 | COc1ccc(N(C(=O)c2ccco2)C(C(=O)NC2CCCC2)c2ccc(N(C)C)cc2)cc1 (centres undefined) | 1%
53 | CC1Cc2ccccc2N1S(=O)(=O)c1cccc(C(=O)NC2CC2)c1 (centres undefined) | -1%
54 | CCSC1=C(C#N)C(c2cccc(OC)c2)CC(=O)N1 (centres undefined) | 10%
55 | CN(C)C(=O)c1cc(S(=O)(=O)N(C)C)c(Cl)cc1N1CCCC1 | -9%
56 | C#CCNc1nc(CC)nc2c1nnn2Cc1ccccc1F | 0%
57 | CS(=O)(=O)NCC(c1cccnc1)N1CCN(c2ccc(F)cc2)CC1 (centres undefined) | -2%
58 | CCC(=O)Nc1c(C)ccc2nsnc12 | -2%
59 | N#CC1(C#N)C2=C(CCCC2)NC(c2ccccc2)C1(C#N)C#N (centres undefined) | 0%
60 | N#CC1=C(N)Oc2n[nH]c(-c3ccccc3)c2C1c1cccc(OC(=O)N2CCOCC2)c1 (centres undefined) | 3%

Further records:
no. | mol | AmpC inh det
61 | COc1ccc(NC(=O)CN(c2cc(C)cc(C)c2)S(=O)(=O)c2c(C)n[nH]c2C)cc1 | 3%
62 | Cc1cc(/C=N/n2cnnc2)c(C)n1-c1ccc(OCc2ccccc2F)cc1 | -2%
63 | Cc1ccc2nc(NC3=NCN(Cc4ccco4)CN3)nc(C)c2c1 | 8%
64 | Cc1onc(-c2ccccc2)c1C(=O)Nc1ccccc1C#N | 12%
65 | CCCCCCCCCC(=O)O[C@H](CC(=O)O)C[N+](C)(C)C | -4%
66 | CCCCNC(=O)CC1N=C2c3ccccc3N=C(SCC(=O)Nc3cccc(C)c3)N2C1=O (centres undefined) | -2%
67 | Cc1ccc2c(C)nc(Nc3nc(CSc4nnnn4-c4ccccc4)cc(=O)[nH]3)nc2c1 | -3%
68 | Cc1nn(C)cc1CNC(=O)c1cnn2c1NC(c1ccc(Br)cc1)CC2C(F)(F)F (centres undefined) | 15%
69 | CCN1CCN(Cc2ccc(NC(=O)Nc3cccs3)cc2)CC1 | 5%
70 | Cc1cccc(-n2c(N)cc(=O)nc2SC(C)C(=O)NC2CCCCC2)c1 (centres undefined) | -7%
71 | Cc1nc(N2CCN(C)CC2)c2sc(=S)n(-c3ccccc3)c2n1 | 13%
72 | Cc1ccc(C)c(C(=O)CSc2n[nH]c(C)n2)c1 | -2%
73 | CCOC(=O)N1CCN(S(=O)(=O)c2cc(OCC)ccc2OCC)CC1 | 0%
74 | Fc1ccccc1C(c1nnnn1Cc1ccc2c(c1)OCO2)N1CCN(Cc2ccccc2)CC1 (centres undefined) | 11%
75 | CC(C)C1Oc2ccccc2N(CC(=O)N(Cc2ccccn2)CC2CCCO2)C1=O (centres undefined) | 8%
76 | CCN(CC)CCN1C(=O)C(O)=C(C(=O)c2ccc(C)o2)C1c1ccccn1 (centres undefined) | -4%
77 | Cn1c(=O)c2c(nc(CN3CCN(CCO)CC3)n2Cc2cccc3ccccc23)n(C)c1=O | 3%
78 | Cc1cc(C)nc(/N=C(\N)C2=C(O)CC(C)(C)CC2=O)n1 | 5%
79 | c1ccc(-n2c(SCC3CCCCO3)nnc2-c2cnccn2)cc1 (centres undefined) | -2%
80 | CCOc1ccccc1NC(=O)CN(C)S(=O)(=O)c1ccc(OC)c(C)c1 | -2%
81 | Nc1nc(Nc2cccc(F)c2)nc2ccccc12 | 0%
82 | O=C(NCc1cccs1)c1nc2c(nnn2Cc2ccccc2Cl)c(=O)[nH]1 | 9%
83 | Cc1cc(N2CCN(C(=O)c3ccco3)CC2)n2nc(C)c(-c3ccccc3)c2n1 | -3%
84 | C=CCOc1ccc(C2C(C(=O)c3ccco3)=C(O)C(=O)N2Cc2cccnc2)cc1 (centres undefined) | -6%
85 | CC(C)(C)C1(c2ccccc2)NC(=O)N(CC(=O)N2CCOCC2)C1=O (centres undefined) | -1%
86 | Cc1ccccc1Cn1c(=N)n(CC(O)c2ccco2)c2ccccc21 (centres undefined) | -4%
87 | CCCCCOc1ccc(C2NC(=O)NC2=O)cc1 (centres undefined) | 12%
88 | CCOC(=O)c1c(-c2ccco2)csc1N | -5%
89 | CCOc1ccc2nc(N3CCC(C(=O)N4CCN(c5ccccn5)CC4)CC3)sc2c1 | 11%
90 | C[N+](C)(C)CCOC(=O)CCC(=O)OCC[N+](C)(C)C | -6%

Additional structures follow:
no. | mol | AmpC inh det
91 | Cc1ccc(OCCn2c(NC(=O)c3ccco3)nc3ccccc32)cc1 | 22%
92 | CCOc1cc(C)c(Cl)cc1S(=O)(=O)N(C)C | -1%
93 | Fc1ccc(-n2c(-c3ccco3)nc3nc4ccccc4nc32)cc1 | -1%
94 | O=C(C1CC(c2ccc(F)cc2)=NO1)N1CCN(c2ccccc2)CC1 (centres undefined) | 12%
95 | COC(=O)Nc1nnc(Cc2ccccc2)s1 | 1%
96 | Cc1ccccc1-c1ccc2ncnc(N3CCNCC3)c2c1 | 4%
97 | Cc1cc(C)c(C#N)c(SCc2ccc3c(c2)OCO3)n1 | -3%
98 | O=C(C1CC1)n1cc(C(=S)N2CCOCC2)c2ccccc21 | -2%
99 | O=S(=O)(Nc1ncnc2sc3c(c12)CCC3)c1ccc(Cl)s1 | -5%
100 | COc1ccccc1NC(=O)C(C)NS(=O)(=O)c1ccc(Cl)cc1 (centres undefined) | 4%
101 | CCCCn1c(O)c(C(C)=NC(C)c2ccccc2)c(=O)[nH]c1=O (centres undefined) | -4%
102 | CCOC(=O)N1CCN(CCC(=O)Nc2ccc(OC(F)(F)F)cc2)CC1 | -1%
103 | O=C(c1ccncc1)N1CCC[C@@]2(CCN(Cc3ccncc3)C2)C1 | -2%
104 | Fc1ccc(-c2nc3nc4ccccc4nc3n2Cc2ccco2)cc1 | -4%
105 | CC(=O)c1cc2c(cc1NC(=O)CSc1nnc(C)s1)OCO2 | -4%
106 | Cn1c(=O)cc(OCCCC(=O)N2CCCCC2)c2ccccc21 | -3%
107 | C#CCOC(=O)C1=CCCN(C)C1 | 0%&-2%
108 | O=C(NC1CCCCCC1)C1CCCN(S(=O)(=O)c2cccs2)C1 (centres undefined) | 12%
109 | COc1ccc(-c2nnc3sc(-c4ccco4)nn23)cc1OC | -6%
110 | CCN(CC)CCCN(C(C)=O)c1nc(-c2cc(OC)ccc2OC)cs1 | 1%
111 | CCNC(=O)C1CCN(S(=O)(=O)c2ccc(F)cc2)CC1 | -4%
112 | O=C(c1ccccc1S(=O)(=O)NCc1ccccc1)N1CCCCC1 | 11%
113 | CSCCC(NS(=O)(=O)c1ccc(Cl)cc1)C(=O)OCC(=O)N1CCOCC1 (centres undefined) | -3%
114 | CCCCN(C)C(=O)c1ccc(CS(=O)(=O)c2ccccc2C)o1 | 12%
115 | O=C(CCCCCN1C(=O)c2ccccc2C1=O)Nc1ccc(S(=O)(=O)N2CCCCC2)cc1 | 10%
116 | O=C(Cc1cccs1)Nc1nnc(SCC(=O)N2CCCCC2)s1 | 12%
117 | Cc1cc(NC(=O)c2ccc3nc(-c4ccccc4)c(-c4ccccc4)nc3c2)no1 | -1%
118 | COc1ccc(-c2noc(-c3ccccc3F)n2)cc1 | 10%
119 | Cc1cccc(OCc2nnc(SCc3cc(=O)n4cc(Br)ccc4n3)o2)c1 | -4%
120 | CCC(Sc1nnnn1-c1ccccc1)C(=O)NC(C)c1ccccc1 (centres undefined) | -5%

In the list so far, these have a Cl atom:
no. | mol | AmpC inh det
21 | CSC1=C(C#N)C(c2ccccc2Cl)C2=C(CCCC2=O)N1 (centres undefined) | 12%
32 | COCCCNc1ccnc2c(Cl)cccc12 | 17%
43 | C=CCN1CCN(C(c2ccc(Cl)cc2)c2nnnn2CCc2ccc(OC)c(OC)c2)CC1 (centres undefined) | 0%
55 | CN(C)C(=O)c1cc(S(=O)(=O)N(C)C)c(Cl)cc1N1CCCC1 | -9%
82 | O=C(NCc1cccs1)c1nc2c(nnn2Cc2ccccc2Cl)c(=O)[nH]1 | 9%
92 | CCOc1cc(C)c(Cl)cc1S(=O)(=O)N(C)C | -1%
99 | O=S(=O)(Nc1ncnc2sc3c(c12)CCC3)c1ccc(Cl)s1 | -5%
100 | COc1ccccc1NC(=O)C(C)NS(=O)(=O)c1ccc(Cl)cc1 (centres undefined) | 4%
113 | CSCCC(NS(=O)(=O)c1ccc(Cl)cc1)C(=O)OCC(=O)N1CCOCC1 (centres undefined) | -3%

The listing picks up, starting two compounds before the break.
no. | mol | AmpC inh det
119 | Cc1cccc(OCc2nnc(SCc3cc(=O)n4cc(Br)ccc4n3)o2)c1 | -4%
120 | CCC(Sc1nnnn1-c1ccccc1)C(=O)NC(C)c1ccccc1 (centres undefined) | -5%
121 | O=C(CN(Cc1ccco1)C(=O)c1cc(=O)[nH]c2ccccc12)Nc1ccccc1Br | -5%
122 | CCN(CC)S(=O)(=O)c1ccc2[nH]cc(C(=O)NCCN3CCCCCC3)c(=O)c2c1 | 0%
123 | Cc1cc(C(=O)COC(=O)Cn2cnc3c2c(=O)n(C)c(=O)n3C)c(C)n1C | -5%
124 | O=C(c1ccncc1)N1CCC2(CC1)CN(c1ccc(-c3ccccc3)cc1)C2 | 0%
125 | CCC(Sc1nnnn1-c1ccccc1)C(=O)Nc1nc2ccccc2s1 (centres undefined) | -1%

Not all compounds are listed; count on the stated rates, not on these rows.
